Source: PubChem BioAssay
NTR1 ag = NTR1-driven beta-arrestin-GFP spot formation – imaging, U2OS cells, high content, primary screen (AID 493036); activation, % at 20 µM; agonist mode; P30989; 330,000 compounds, 0.17% hits;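 active = activation at or above 40% of the spot to cytoplasm intensity ratio, with at least 20 cells analyzed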;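 also: 0% = DMSO without peptide and 100% = 100 nM NTR1 peptide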
Target sequence (P30989 whole entry, looked up): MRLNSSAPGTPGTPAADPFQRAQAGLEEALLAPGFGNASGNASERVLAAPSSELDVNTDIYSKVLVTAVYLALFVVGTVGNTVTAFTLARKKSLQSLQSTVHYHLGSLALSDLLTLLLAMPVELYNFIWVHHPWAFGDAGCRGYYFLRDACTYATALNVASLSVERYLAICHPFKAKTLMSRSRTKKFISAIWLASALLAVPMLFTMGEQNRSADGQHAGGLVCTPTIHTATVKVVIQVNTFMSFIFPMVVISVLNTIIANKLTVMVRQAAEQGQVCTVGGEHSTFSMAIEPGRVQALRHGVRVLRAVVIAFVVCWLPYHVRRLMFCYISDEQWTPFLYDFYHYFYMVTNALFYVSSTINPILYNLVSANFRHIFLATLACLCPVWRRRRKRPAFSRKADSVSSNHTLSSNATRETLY
T cell HTS = T cell immune modulators affecting CD8 T cell-vesicle binding; 330,000 compounds, 0.068% hits; calls only at 7 µM; AID 2052; 2C CD8+ T cell-vesicle binding, flow cytometry; hits give low values;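 active = response, share of CD8 T cells binding vesicles, and their 90th percentile fluorescence all below set limits, cut at about 80% in these data, passing the limit was not always enough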
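Read-out – percent CD8+ FL2 mean versus row control · System – murine 2C transgenic CD8+ T lymphocytes · Times – 1.5 h cell–vesicle binding at 37 °C, then 20 min icy labelling · Control set – naked vesicles low, QL9 vesicles with vehicle high · Detection – cytometric PE anti-B7-1 and Alexa647 anti-CD8 signals after 1% paraformaldehyde fixation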
PhoP inhibition = inhibitors of PhoP regulon expression, primary screen, Salmonella Typhimurium, GFP reporter (AID 1863); S. Typhimurium PhoP-regulated promoter GFP reporter, 4 h; higher % means a stronger effect; 300,000 compounds, 0.16% hits; inhibition, % at 50 µM, or IC50 in µM where a hit was titrated;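 active = inhibition over 29.93%, a cutoff 3 SD above the screen mean, later confirmed by dose response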;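 also: 0% = low Mg2+ inducing control and 100% = high Mg2+ repressing control; strong numbers were not always called active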
T cell HTS vesicle-bound % = further read-out of T cell HTS, marked with its call; double positive events, %; measured here: CD8+ vesicle-bound cell fraction;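 binding gate set so that unloaded-vesicle control wells show 10% double positive cells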
NTR1 ag cell count 20 µM = also measured in NTR1 ag; calls as there; cell count; measured here: cell count, cytotoxicity flag
Numbers without * were called inactive; i = inactive.

SMILES	NTR1 ag	NTR1 ag cell count 20 µM	T cell HTS	T cell HTS vesicle-bound %	PhoP inhibition
CC1CCCCN1C(=O)COC(=O)C1CCN(S(=O)(=O)c2ccc3c(c2)OCCO3)CC1 (stereo not drawn)	1.1	62	i	52	-8%
CN(C(=O)COC(=O)CSc1ccc(C(N)=O)cc1[N+](=O)[O-])C1CCS(=O)(=O)C1 (stereo not drawn)	-1.1	78	i	26	-11%
CCOc1ccc(NC(=O)CN(C)C(=O)c2cc(C)oc2C)cc1OCC	-0.1	58	i	54	-1%
Cc1ccc(-n2ccnc(SCC(=O)NC3CCCC3)c2=O)cc1Cl	-0.3	52	i	58	-4%
CC(=O)N[C@H]1C(O)O[C@H](CO)[C@@H](O)[C@@H]1O (stereo partly drawn)	-0.9	68	i	32	-8%
O=C(NCC(c1ccco1)N1CCc2ccccc21)c1ccccc1F (stereo not drawn)	2.5	66	i	29	3%
CC(C)CN(C(=O)COC(=O)COc1ccc2c(c1)CCC2)c1c(N)n(Cc2ccccc2)c(=O)[nH]c1=O	-0.9	71	i	59	1%
O=C(COC(=O)c1cc(Br)ccc1O)NC1CCCCCC1	3.2	57	i	43	-6%
COc1ccc(/C=C/C(=O)c2ccc([N+](=O)[O-])o2)cc1	19	76	i	42	3%
O=C(NNC(=O)c1ccccc1F)c1ccc(-n2cncn2)c([N+](=O)[O-])c1	-1.5	49	i	30	6%
CC[N+](CC)(CC(=O)Nc1c(C)cccc1C)Cc1ccccc1	-1.3	81	i	66	-1%
CN(CC(=O)Nc1ccc(F)cc1)C(=O)COC(=O)COc1ccc(C#N)cc1	1.2	65	i	40	8%
Cc1ccc(Cn2ccsc2=NC(=O)COC(=O)c2ccc(NC(=O)CC#N)cc2)cc1	1.0	44	i	57	-4%
O=C(CCCN=C1NS(=O)(=O)c2ccccc21)OCc1ccc(F)cc1	0.1	48	i	54	-8%
CC1CC(C)CN(C(=O)c2ccc(C(=O)c3ccccc3)cc2)C1 (stereo not drawn)	1.4	55	i	40	0%
Cc1ccc(S(=O)(=O)N2CCC(C(=O)NCCC3=CCCCC3)CC2)cc1C	2.1	49	i	12	1%
O=C(C1COc2ccccc2O1)N1CCN(c2ccccn2)CC1 (stereo not drawn)	0.3	83	i	39	0%
O=C(CN1C(=O)NC2(CCCC2)C1=O)OCc1c(F)cccc1Cl	2.9	69	i	26	8%
CC1(C)C(=O)Nc2ccccc2N1C(=O)COC(=O)COc1cccc(C(F)(F)F)c1	1.1	55	i	52	-5%
O=C(CSc1nc2[nH]ncc2c(=O)[nH]1)Nc1ccccc1C(F)(F)F	-1.9	38	i	16	2%
Cc1ccc(N=C2SCCCN2C(=O)C2=COCCO2)cc1Cl	-0.8	55	i	33	-4%
O=C(COC(=O)CSc1ccc([N+](=O)[O-])cc1)NC1CCCCCCC1	3.0	52	i	31	-2%
O=C(COc1ccc(Cl)cc1Br)Nc1ccccc1N1CCCC1	13	75	i	31	13%
CC[C@@]12C(=O)N(c3cccc(Cl)c3)C(=O)N1[C@H](c1ccc(Br)cc1)[C@@H]1C(=O)N(C(C)(C)C)C(=O)[C@@H]12	6.0	62	i	10	14%
CCN(CC(=O)Nc1ccc(NC(C)=O)cc1)C(=O)c1ccccc1SCc1c(C)noc1C	-0.2	74	i	22	-9%
COc1ccc2oc(C(=O)OCC(=O)N(C)Cc3ccccc3)c(C)c2c1	3.5	41	i	47	-2%
CCOc1ccc(OCCCC(=O)N2CCN(S(=O)(=O)c3ccc(Cl)cc3)CC2)cc1	1.8	61	i	52	1%
O=C(COC(=O)c1ccccc1C(=O)OCC(=O)NCCc1c[nH]c2ccccc12)NCCc1c[nH]c2ccccc12	6.1	60	i	19	16%
CCCCn1c(N)c(N(CCOC)C(=O)c2cc(S(=O)(=O)N3CCCCC3)ccc2C)c(=O)[nH]c1=O	-0.2	63	i	20	7%
CN(C)S(=O)(=O)c1cccc(NC(=O)c2ccc(S(=O)(=O)N3CCCCC3)cc2)c1	1.0	59	i	30	12%
CCN(CC(=O)NCc1ccc(Cl)cc1)C(=O)COc1ccc(Cl)cc1Br	0.9	72	i	47	-5%
COc1cccc(N(CC(=O)NCCN2CCOCC2)S(=O)(=O)c2ccccc2)c1	-0.8	79	i	54	-5%
O=C(O)CNC(=O)C(CS)Cc1ccccc1 (stereo not drawn)	1.1	53	i	48	2%
CC(C)n1cnnc1SCC(=O)NC(=O)c1ccccc1	-0.6	84	i	26	2%
O=C(CN1C(=O)C2CCCCC2C1=O)Nc1nc(-c2ccc(F)cc2)cs1 (stereo not drawn)	0.4	74	i	5	6%
CCC1(c2ccc(F)cc2)NC(=O)N(CC(=O)N2CCc3ccccc3C2)C1=O (stereo not drawn)	0.1	59	i	20	6%
O=C(NCC1CCCN1S(=O)(=O)c1cccs1)c1ccccc1F (stereo not drawn)	0.5	65	i	44	-6%
CCNC(=O)C(=O)Nc1ccc2c(c1)N(S(=O)(=O)c1cccs1)CCC2	0.2	67	i	53	-3%
NC(=O)c1cc([N+](=O)[O-])ccc1NCc1ccc(C(=O)O)cc1	-1.3	71	i	32	6%
Cc1ccc(CNc2ccc([N+](=O)[O-])cc2C(N)=O)cc1	1.1	111	i	35	-12%
CCCc1cc(=O)[nH]c(SCC(=O)N(CC)c2c(N)n(Cc3ccccc3)c(=O)[nH]c2=O)n1	-1.2	63	i	36	2%
CC(C)(C)N=C1NN=C(c2ccc(S(=O)(=O)N3CCCCC3)cc2)CS1	-1.7	57	i	26	11%
COc1cccc(NC(=O)CN(C)C(=O)Cn2[nH]c(=O)c3ccccc3c2=O)c1	0.0	64	i	38	-4%
Cc1cc(NC(=O)CSCC(=O)Nc2nc3c(C)cccc3s2)no1	0.2	47	i	30	-3%
COc1ccc(C(=O)OCC(=O)c2ccc(Cl)s2)c(OC)c1OC	1.6	70	i	58	8%
Cc1ccc(NC(=O)CNC(=O)c2sc3ccccc3c2Cl)nc1	0.1	64	i	27	-10%
COc1ccccc1NS(=O)(=O)c1cccc(C(=O)NC2CCN(Cc3ccccc3)CC2)c1	-0.2	67	i	16	-5%
CCOc1ccc(-n2ccnc(SCC(=O)Nc3ccc(OC)cc3OC)c2=O)cc1	-0.6	57	i	20	2%
COc1ccc(OCC(=O)N2CCC3(CC2)CC(=O)c2ccccc2O3)cc1	-0.7	50	i	48	-5%
CN(CC(=O)Nc1cccc(F)c1)C(=O)c1ccc2c(c1)OCCO2	0.1	67	i	34	6%
CCSC(=N)N	-1.9	55	i	26	4%
Cc1ccc(S(=O)(=O)N2CCCC2CNC(=O)C(=O)NC2CCCC2)cc1 (stereo not drawn)	0.7	67	i	35	-6%
COc1ccc(Cl)c2sc(N(CCN(C)C)C(=O)CCS(=O)(=O)c3ccc(C)cc3)nc12	0.5	65	i	42	1%
CSc1ccc(CN(C)C(=O)CN2C(=O)NC3(CCCC3)C2=O)cc1	1.6	43	i	39	-2%
CCOC(=O)CCN	-2.3	94	i	43	-3%
CC(=O)Nc1ccc(C(=O)COC(=O)C2CC3CCCC(C2)C3=O)cc1 (stereo not drawn)	-0.8	43	i	47	-4%
CCS(=O)(=O)c1ccc(-c2cccc(NC(=O)c3ccco3)c2)nn1	-0.8	56	i	34	-2%
O=C(c1cc(-c2ccccc2Cl)nc2ccccc12)N1CCN(c2ccccc2O)CC1	7.3	58	i	11	-1%
COc1ccc(NC(=O)c2cnc(SCC(=O)NCCc3ccccc3)n(C)c2=O)cc1	3.5	66	i	46	4%
CC(Sc1nccn1C)C(=O)c1c(N)n(C)c(=O)n(C)c1=O (stereo not drawn)	-0.8	55	i	36	-4%

More results.
SMILES	NTR1 ag	NTR1 ag cell count 20 µM	T cell HTS	T cell HTS vesicle-bound %	PhoP inhibition
CCOC(=O)C1=C(COC(=O)c2cccc(N(C)C)c2)NC(=O)NC1C (stereo not drawn)	0.6	65	i	25	8%
COc1ccc(S(=O)(=O)N2CCCCC2)cc1NC(=O)C1COc2ccccc2O1 (stereo not drawn)	3.8	61	i	37	0%
O=C(NNC(=O)c1csc(N2CCOCC2)n1)c1ccc(Cl)nc1	0.0	83	i	37	-5%
CSCCC(NC(=O)COc1ccccc1)C(=O)OCc1ccc([N+](=O)[O-])cc1 (stereo not drawn)	0.3	74	i	45	-2%
Cc1csc(=O)n1CCC(=O)OCC(=O)Nc1ncc(Cl)cc1Cl	0.1	78	i	56	-4%
CCCCn1c(N)c(N(CCOC)C(=O)COC(=O)Cc2cccc(OC)c2)c(=O)[nH]c1=O	-0.5	56	i	58	1%
N#CC(NC(=O)OCc1ccccc1)c1ccccc1 (stereo not drawn)	-1.0	35	i	34	10%
COc1ccc(OCCCC(=O)N(CCC2=CCCCC2)c2c(N)n(Cc3ccccc3)c(=O)[nH]c2=O)cc1	0.4	64	i	23	4%
COc1ccc(CSc2ccc(-c3nc4ccccn4c3NCc3ccccc3)cc2OC)cc1	3.1	38	i	14	8%
Cc1ccc(C(=O)Nc2cccc(-c3ccc(N4CCOCC4)nn3)c2)cc1C	4.7	69	i	41	17%
CC1CCC(NC(=O)CN2C(=O)NC(C)(C)C2=O)CC1 (stereo not drawn)	-1.5	58	i	22	3%
O=C(Cc1ccc(S(=O)(=O)N2CCOCC2)s1)N1CCN(S(=O)(=O)c2cccc(Cl)c2)CC1	2.0	49	i	52	-6%
CCOc1ccc(/C=C/C(=O)OCC(=O)c2ccccc2OC)cc1OC	2.5	56	i	51	-1%
CN(CC(=O)Nc1ccc(F)cc1)C(=O)CSc1nccn1C	1.6	70	i	17	-5%
CC(C)CN(C(=O)COC(=O)c1ccc(Cl)nc1)c1c(N)n(Cc2ccccc2)c(=O)[nH]c1=O	1.5	60	i	44	6%
COc1ccccc1CNC(=O)COC(=O)c1ncc(Cl)c(Cl)c1Cl	0.1	57	i	61	-8%
CN(C(=O)COC(=O)c1cccc(S(=O)(=O)N2CCCCCC2)c1)C1CCS(=O)(=O)C1 (stereo not drawn)	0.4	66	i	35	7%
O=C(Nc1cc2c3c(c1)CC(=O)N3CCC2)c1ccccc1F	-1.3	60	i	3	8%
COc1ccc(C)cc1N(CC(=O)NCCN1CCOCC1)S(=O)(=O)c1ccccc1	1.8	60	i	33	-1%
CCOCCn1ccc2c(OCC(=O)Nc3ccc(OC)c(OC)c3)cccc2c1=O	1.3	65	i	46	-8%
CCN(CC(=O)Nc1cc(S(=O)(=O)N2CCCCC2)ccc1Cl)Cc1ccccc1	7.0	69	i	50	-4%
COc1ccc(-c2nc3ccccn3c2NC2CCCCC2)cc1SC1CCCCC1	9.8	102	i	23	-5%

A portion of the library (hit frequency here may not be typical).
